# Screening data: PubChem BioAssay, several laboratories
# Neddyl block: blocks human cullin neddylation; TR-FRET cullin neddylation, biochemical; 360,000 tested, 0.58% active; calls only at 25 µM; in the data active = inhibition above about 36%
# MT1-MMP act inh: inhibitors of human MT1-MMP activation. 360,000 tested, 0.061% active. HT1080 RFP-PRO-GFP cells, GFP/RFP ratio fluorescence, overnight; percent of plate control window, DMSO zero. GFP/RFP ratio change, % at 20 µM. P50281;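 active = GFP/RFP ratio change of at least 30% with cell ATP level not reduced by more than half and red fluorescence within 50% of control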; note: strong numbers were not always called active
#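 Material: RFP-PRO-GFP reporter HT1080 cells. Dosing: single-point 20 µM compound, 1% DMSO. Controls: DMSO and RFP-L50D-GFP cell wells. Timing: cells overnight before dosing, compound overnight, 37 °C, 5% CO2. Measure: GFP/RFP fluorescence ratio.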
# SKN-1 block: blocks SKN-1 activity in C. elegans; C. elegans VP596 Pgst-4::GFP/RFP ratio, acrylamide-induced, 24 h; inhibition, % at 21.8 µM; 360,000 tested, 0.49% active; AID 624304;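 active = interference check ratio from 0.5 to 1.5 plus GFP to RFP signal ratio inhibition reaching or exceeding a fixed threshold, cut at about 30% in these data, passing the limit was not always enough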; note: some compounds called inactive have numbers as strong as hits
# FAS TE block: inhibitors of human fatty acid synthase thioesterase domain; P49327; recombinant FAS-TE, OMFH fluorogenic substrate, fluorescence endpoint; inhibition, % at 15 µM; 360,000 tested, 0.67% active;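 active = compounds whose normalised, plate-corrected inhibition of enzyme fluorescence in the single-dose primary screen is 50% or more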;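 note: 0% = DMSO with enzyme and 100% = substrate without enzyme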
# MsrA act: bovine methionine sulfoxide reductase A activation | AID 602163 | purified bovine MsrA, absorbance read-out | 360,000 tested, 0.3% active | activation, % at 10.6 µM; in the data active = activation above about 7.5%;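 note: 0% = vehicle and 100% = reference activator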
# NRP1-CendR mod: alters CendR peptide binding to human NRP-1. inhibition, % at 25 µM. 360,000 tested, 0.85% active. O14786. FAM-RPARPAR peptide binding to NRP-1, fluorescence polarization. AID 602438;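 active = inhibition or corrected inhibition above about 18%, plus a signal ratio from 0.5 to 1.5, limit read from the data, passing the limit was not always enough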; note: strong numbers were not always called active
# Rin1 Abl inh: inhibitors of human Rin1-Abl protein interaction; P00519+Q13671; AID 588664; 360,000 tested, 0.4% active; inhibition, % at 7.35 µM; TR-FRET Rin1/Abl binding, biochemical; in the data active = inhibition above about 5%, passing the limit was not always enough
# MLLE-PAM2 inh: inhibitors of microRNA-mediated deadenylation, human PABP1 MLLE binding; P11940; 360,000 tested, 0.36% active; GST-MLLE / FITC-PAM2 fluorescence polarization; inhibition, % at 20 µM; in the data active = inhibition above about 35%, passing the limit was not always enough;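 note: plate controls were DMSO wells with GST-MLLE for no effect and wells lacking GST-MLLE protein for full effect; some results filed as inactive read as strong as hits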
# eLon inh: inhibitors of E. coli Lon protease; inhibition, % at 7.94 µM; purified E. coli Lon protease, fluorescence polarization; P0A9M0; AID 602123; 360,000 tested, 0.42% active; in the data active = inhibition above about 13%, passing the limit was not always enough;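 note: 0% = enzyme with probe and DMSO and 100% = no enzyme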
# Target sequence (P0A9M0 whole entry, looked up): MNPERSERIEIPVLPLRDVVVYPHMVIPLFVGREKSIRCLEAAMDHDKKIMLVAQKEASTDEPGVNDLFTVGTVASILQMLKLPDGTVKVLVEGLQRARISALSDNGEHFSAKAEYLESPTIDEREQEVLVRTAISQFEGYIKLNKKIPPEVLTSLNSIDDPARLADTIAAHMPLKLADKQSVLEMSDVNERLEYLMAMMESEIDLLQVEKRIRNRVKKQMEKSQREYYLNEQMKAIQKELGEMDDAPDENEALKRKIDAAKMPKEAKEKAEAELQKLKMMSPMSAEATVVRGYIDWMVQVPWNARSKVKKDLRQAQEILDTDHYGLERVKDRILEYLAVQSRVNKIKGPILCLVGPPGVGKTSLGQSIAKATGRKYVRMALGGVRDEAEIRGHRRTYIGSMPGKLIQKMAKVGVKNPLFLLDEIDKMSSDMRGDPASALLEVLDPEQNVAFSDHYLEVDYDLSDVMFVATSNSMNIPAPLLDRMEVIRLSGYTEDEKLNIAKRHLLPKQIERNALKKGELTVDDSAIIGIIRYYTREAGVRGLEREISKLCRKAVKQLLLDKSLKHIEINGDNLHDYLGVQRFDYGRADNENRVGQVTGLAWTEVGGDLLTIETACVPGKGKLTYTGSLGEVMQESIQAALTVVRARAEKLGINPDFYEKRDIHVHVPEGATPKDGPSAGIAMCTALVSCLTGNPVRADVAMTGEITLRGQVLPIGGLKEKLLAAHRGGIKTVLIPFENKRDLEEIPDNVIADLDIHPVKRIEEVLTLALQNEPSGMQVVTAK
# Starred values were filed as active, the others as inactive; i = inactive; nt = no result given. This is a subset; count on the stated rates, not on these rows.
SMILES,Neddyl block,MT1-MMP act inh,SKN-1 block,FAS TE block,MsrA act,NRP1-CendR mod,Rin1 Abl inh,MLLE-PAM2 inh,eLon inh
Cc1nc2ccc(Br)cc2c(=O)n1-c1ccc([N+](=O)[O-])c(C(F)(F)F)c1,i,3,3,10,-7,-3,0,10,-6
O=C1NC(=O)C(=Cc2ccco2)C(=O)N1,i,-2,13,0,-2,-61,9,5,-49
O=C1NC(=O)N(Cc2ccc(F)cc2)C(=O)/C1=C/c1cccs1,i,15,17,-3,-3,-22,2,14,-38
CCOC(=O)C(O)(c1cn(C)c2ccccc12)C(F)(F)F (stereo not given),i,-1,-9,-3,-5,1,2,10,-8
O=CC(Br)P(=O)(N1CCOCC1)N1CCOCC1 (stereo not given),i,2,4,-3,-2,1,-3,-99,1
CN1C(=O)C(Cc2cccc3ccccc23)C(=O)N(C)C1=O,i,-3,-17,-4,0,-8,0,1,-7
N#CC(c1cccnc1)N1CCOCC1 (stereo not given),i,0,2,-5,-2,-7,0,-3,-8
COc1ccc2c(C)c(CC(=O)N3C[C@H]4C[C@@H](C3)c3cccc(=O)n3C4)c(=O)oc2c1,nt,1,2,-1,-3,8,2,0,3
COc1ccc(CCNCc2ccccc2F)cc1,i,2,-4,-5,-2,-4,2,-5,-5
O=C1CC(c2cccnc2)=NN1c1ccccc1,i,4,6,-6,2,10,2,10,-5
CCOC(=O)CN1C(=O)C2(C(C#N)=C(N)Oc3ccccc32)C(C(=O)OC)=C1C (stereo not given),i,7,15,-8,-4,-12,-1,0,-15
CCCCCCCSc1cc(OC)c(CCNC)cc1OC,i,-6,19,-34,-3,-4,-2,6,-3
CCCCNC(=S)N1CCn2cccc2C1c1cccnc1 (stereo not given),i,-1,17,-3,-2,-5,-5,-84,-3
CC(CN(C)C1CCN(C)CC1)c1ccccc1 (stereo not given),i,1,6,-6,0,-6,0,0,2
CCC[C@H](N[C@@H](CCC)[C@H](O)c1ccccc1)[C@H](O)c1ccccc1,i,-1,-13,1,-1,2,1,2,12
CCCCCn1c(=O)c(C(=O)Nc2c(C)n(C)n(-c3ccccc3)c2=O)c(O)c2ccccc21,i,0,-23,12,-11,4,2,-8,-5
Cc1cc(OCC(=O)N2C[C@H]3C[C@@H](C2)c2cccc(=O)n2C3)c2c(C)c(C)c(=O)oc2c1,nt,-2,-1,-5,-5,-7,0,1,-4
O=C1/C(=C/c2ccc3c(c2)OCO3)N2CCC1CC2,i,0,-9,-8,-14,10,2,8,7
CCN1C(=O)C(=Cc2cc(C)n(C3CC3)c2C)C(=O)N(CC)C1=S,i,7,9,-6,-5,-56,-4,-67,-42
CCOc1ccc(N=Cc2c(O)n(-c3cc(C)cc(C)c3)c(=O)[nH]c2=O)cc1,i,4,4,3,-4,-15,1,-30,-2
CCOC(=O)C(O)(c1ccc(N)c(OC)c1)C(F)(F)F (stereo not given),i,3,1,-9,-6,15,1,-2,-7
CSCCC(NC(=O)CCC(=O)OC1CC[C@H]2[C@@H]3CC[C@H]4CC(=O)CC[C@]4(C)[C@H]3CC[C@]12C)C(=O)O (stereo not given in full),i,0,7,0,-4,-6,3,14,2
CCOC(=O)CNC(=S)N1CC2C[C@@H](C1)Cn1c2cccc1=O,i,1,9,-2,-2,3,0,-14,5
Cc1c2cnn(CC(=O)N3CCC4(CC3)OCCO4)c(=O)c2c(C)n1Cc1ccccc1F,i,0,6,-7,-5,4,1,-8,-2
CCC1CN1P(=O)(N1CCCC1)N1CC1CC (stereo not given),i,2,2,-6,-2,-6,2,5,3

# Further entries.
SMILES,Neddyl block,MT1-MMP act inh,SKN-1 block,FAS TE block,MsrA act,NRP1-CendR mod,Rin1 Abl inh,MLLE-PAM2 inh,eLon inh
O=c1c2ccccc2nc(N2CCCC2)n1-c1ccccc1,nt,-3,7,-1,-3,2,0,-7,-6
Cc1ccc(S(=O)(=O)N2CCCC2c2cccnc2)cc1 (stereo not given),i,1,-1,-4,-9,7,-1,-1,5
Nc1c([N+](=O)[O-])cc(F)c(N2CCNCC2)c1Br,i,-6,0,-6,-2,5,-14,11,-8
c1ccc2c(N3CCNCC3)cccc2c1,i,-9,-19,-7,-2,-8,-2,-2,-5
COc1ccc(N2C(=O)C(=O)N(c3ccc(OC)cc3)P2(=O)N(CCCl)CCCl)cc1,i,0,6,-9,-3,4,2,-1,6
Cc1ccc(C(=O)N2CC2C)cc1 (stereo not given),i,-8,-2,-2,-12,12,3,-7,1
O=S(=O)(c1ccc(Cl)cc1)N1CCCC1c1cccnc1 (stereo not given),i,1,16,-2,-2,-11,-5,11,0
Cc1noc(C)c1COc1ccc(C(=O)NCC2(N(C)C)CCCCC2)cc1,i,4,19,-8,0,3,-5,-5,4
C#CC[N+]1(C)C2CCC1CC(O)C2 (stereo not given),i,2,-5,-2,-2,7,0,-10,0
CCN1C[C@]2(COC)CC[C@H](OC)[C@@]34C1[C@]1(OCO[C@@]15C[C@H](OC)[C@H]1C[C@@H]3[C@@H]5[C@H]1OC)[C@@H](O)[C@H]24,i,-1,0,1,0,-7,1,7,-1
CC(C)(C)P(=O)(c1ccncc1)N1CCCC1 (stereo not given),i,2,3,-7,0,17,2,2,-2
CCCC[N+]1(C)[C@@H]2CC(OC(=O)[C@H](CO)c3ccccc3)C[C@H]1[C@@H]1O[C@@H]12 (stereo not given in full),i,2,16,0,-1,-1,-5,1,1
CC(=O)c1cn(CCCOc2ccccc2)c2ccccc12,i,-1,20,15,0,-9,-1,-4,-1
CN1CN=C(N[N+](=O)[O-])N(Cc2ccco2)C1,i,4,4,-11,-4,-8,0,10,-3
COc1ccc(C2NCc3ccccc3-n3cccc32)cc1 (stereo not given),i,-1,4,-4,-6,2,-1,6,-1
Oc1ccc(O)c2c1C1(Cl)C(Cl)=C(Cl)C2(Cl)C1(Cl)Cl,i,4,8,51*,-3,19,-3,4,5
Fc1ccc2c(c1)nnn2C1CCN(Cc2nnnn2C2CCCCC2)CC1,i,5,-10,-6,1,-2,-2,10,4
O=C(O)C1CSC(c2cccnc2)N1 (stereo not given),i,-2,17,-7,-2,7,-1,31,0
Cn1cc([N+](=O)[O-])c(C(=O)Nc2ccc3c(C(F)(F)F)cc(=O)oc3c2)n1,i,-12,16,0,-4,5,-3,-3,-4
Cc1nc2ccccn2c1P(=S)(c1ccccc1)c1ccccc1,i,1,6,10,-3,-10,-2,-5,-3
COC(=O)c1c(C)[nH]c(C(=O)C(Cc2ccccc2)N(C)C)c1C (stereo not given),i,-24,0,-5,-8,9,-1,4,-7
Clc1ccc(OCC#CCN2CCCC2)cc1,i,0,6,-5,-2,-3,0,2,9
CC1CC2CC(=O)CCC2(C)C2CCC3(C)C(O)CCC3C12 (stereo not given),i,11,9,1,-2,3,-7,3,-10
CCCOC(=O)C1C2CCC(O2)C1C(=O)O (stereo not given),i,3,0,1,-1,0,-3,8,-4
Cc1c(C(=O)C(=O)N2CCOCC2)c2ccccc2n1Cc1ccccc1,i,-4,7,3,-4,5,-6,6,-4

# Other results
SMILES,Neddyl block,MT1-MMP act inh,SKN-1 block,FAS TE block,MsrA act,NRP1-CendR mod,Rin1 Abl inh,MLLE-PAM2 inh,eLon inh
CC(C)C(O)(C(=O)OCC1=CCN2CCC(O)C12)C(C)O (stereo not given),i,2,3,-2,0,8,1,-5,1
C=CCn1c(O)c(C(CC)=Nc2ccccc2NC(C)=O)c(=O)[nH]c1=O,i,-2,8,-5,-3,3,-1,9,-6
CC(O)C1C=CC=CC(=O)OC2CC3OC4C5OC5(C)C(O)CC4(COC(=O)C(O)C(C)CCO1)C2(C)C31CO1 (stereo not given),i,-44,16,-6,-4,-1,1,0,3
NC(=O)c1c(Br)n(C2OC(CO)C(O)C2O)c2ncnc(N)c12 (stereo not given),i,-13,4,-7,-2,-2,4,-1,1
COC1=C(OC)[C@]23CCc4ccc(OC)c(OC)c4[C@]2(CCN3C)CC1=O,i,2,-8,-7,-14,-2,1,2,-9
C[C@@H]1CN([C@@H](C)CO)C(=O)CCCn2nncc2CO[C@H]1CN(C)C(=O)Oc1ccc2ccccc2c1,i,-2,-6,-9,-4,-6,-3,17,-8
COc1ccc(CCC(=O)N2C[C@H]3C[C@@H](C2)c2cccc(=O)n2C3)cc1,i,4,0,-1,-1,7,-4,-3,3
CCCCN1C(=O)NC(=O)C2(Cc3ccccc3N3CCOCC32)C1=O (stereo not given),i,5,30,2,0,0,-3,12,-7
CCOP(=O)(OCC)C(NC(=O)Cc1ccccc1)C(Cl)(Cl)Cl (stereo not given),i,-1,0,-5,-1,2,1,-5,-3
CC(=O)Nc1ccc(S(=O)(=O)N2Cc3ccccc3-n3nncc3C2)cc1,i,1,2,-5,0,-11,1,-4,-3
CCOc1ccc(-n2c(CC)nc3ccccc3c2=O)cc1,i,3,7,0,-2,-2,-2,5,-2
COc1ccc(N=Cc2c(O)n(CC3CCCO3)c(=O)[nH]c2=O)cc1 (stereo not given),i,4,4,-6,-6,8,1,6,-9
Cc1ccc2c(c1)C1CN(C)CCC1N2C(=O)/C(C#N)=C/c1ccc2c(c1)OCO2 (stereo not given),i,-6,4,2,-2,-2,1,-7,-3
O=C(Nc1ccccc1)NC1CC2CCC(C1)N2 (stereo not given),i,-2,6,-11,0,-6,0,-3,0
COc1cc(C=C2C(=O)NC(=O)NC2=O)ccc1OS(=O)(=O)c1ccccc1[N+](=O)[O-],i,3,-5,2,2,-8,4,16,-16
COc1ccc(NC(=O)c2c(C)nn(Cc3ccccc3Cl)c2Cl)cc1Cl,i,6,4,2,-1,-3,2,0,2
COc1cccc(CNC2CN3CCC2CC3)c1OC (stereo not given),i,-5,-1,-6,1,-3,2,13,5
COc1ccc2c(CCN)c[nH]c2c1,i,-1,-5,-12,-6,-5,0,-5,3
O[C@@H]1CCCN2CCc3c([nH]c4ccccc34)[C@H]12,i,-2,5,-4,-2,-14,1,-19,-16
COc1ccc(C(c2nnnn2C2CCCCC2)N2CCC3(CC2)C(=O)NCN3c2ccccc2)cc1 (stereo not given),i,3,5,31,2,9,1,2,-1
O=c1ccc2cc(O[C@@H]3O[C@@H](CO)[C@H](O)[C@@H](O)[C@@H]3O)c(O)cc2o1,nt,11,8,-5,1,7,-1,2,-6
COc1ccccc1CCNCc1cc2c(cc1[N+](=O)[O-])OCO2,i,nt,-11,-11,-14,4,-1,14,-3
COc1ccc(C(C)=O)cc1CC(C(=O)c1ccc(C)cc1)N(C)C (stereo not given),i,-3,-6,-1,-10,1,0,16,-4
CC12CCC(O)CC1CCC1C2CCC2(C)C(C(=O)CC(O)C(F)(F)F)CCC12 (stereo not given),i,9,12,12,3,7,3,-7,-3
COC(=O)C1=C(c2ccc(Cl)c(C(F)(F)F)c2)C[C@@H]2CC[C@H]1N2C,i,1,-10,-5,-5,-6,6,-16,5

# Results in SKN-1 block and eLon inh (five entries from above):
SMILES	SKN-1 block	eLon inh
COc1ccccc1CCNCc1cc2c(cc1[N+](=O)[O-])OCO2	-11	-3
COc1cccc(CNC2CN3CCC2CC3)c1OC (stereo not given)	-1	5
O[C@@H]1CCCN2CCc3c([nH]c4ccccc34)[C@H]12	5	-16
CCOP(=O)(OCC)C(NC(=O)Cc1ccccc1)C(Cl)(Cl)Cl (stereo not given)	0	-3
C=CCn1c(O)c(C(CC)=Nc2ccccc2NC(C)=O)c(=O)[nH]c1=O	8	-6

# One compound at a time, from the list above. Screens in order: Neddyl block	MT1-MMP act inh	SKN-1 block	FAS TE block	MsrA act	NRP1-CendR mod	Rin1 Abl inh	MLLE-PAM2 inh	eLon inh
# COc1ccc(NC(=O)c2c(C)nn(Cc3ccccc3Cl)c2Cl)cc1Cl is listed as i	6	4	2	-1	-3	2	0	2
# O=c1ccc2cc(O[C@@H]3O[C@@H](CO)[C@H](O)[C@@H](O)[C@@H]3O)c(O)cc2o1 is listed as nt	11	8	-5	1	7	-1	2	-6
